PPARg SRC2 recr = agonists of PPARg-SRC-2 recruitment, primary screen, biochemical, HTS; Peroxisome proliferator-activated receptor gamma (Homo sapiens), P37231; activation, % at 8 µM; hit rate 0.34% among 200,000; PPARgamma LBD-SRC-2 recruitment; AID 1032, 2008; in the data active means activation above about 22%;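 further: 0% = vehicle and 100% = reference agonist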
S1P3 antagonist = S1P3 receptor antagonists, primary screen, cell-based | inhibition, % at 4.98 µM | hit rate 0.27% among 170,000 | AID 485, 2006 | CHO S1P3 NFAT-BLA reporter, FRET fluorescence, antagonist mode | Sphingosine 1-phosphate receptor 3 (Homo sapiens), Q99500;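 active means inhibition above the plate cutoff, the mean inhibition of test wells on that plate plus 3 SD, cut at about 28% in these data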;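 further: cells challenged with S1P at its EC80 of 0.8 µM; blue over green emission ratio from cleaved BLA substrate after 4 h stimulation; 0% = S1P-stimulated wells and 100% = unstimulated DMSO-only wells; some compounds past the cut are filed as inactive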
Target sequence (Q99500 whole entry, looked up): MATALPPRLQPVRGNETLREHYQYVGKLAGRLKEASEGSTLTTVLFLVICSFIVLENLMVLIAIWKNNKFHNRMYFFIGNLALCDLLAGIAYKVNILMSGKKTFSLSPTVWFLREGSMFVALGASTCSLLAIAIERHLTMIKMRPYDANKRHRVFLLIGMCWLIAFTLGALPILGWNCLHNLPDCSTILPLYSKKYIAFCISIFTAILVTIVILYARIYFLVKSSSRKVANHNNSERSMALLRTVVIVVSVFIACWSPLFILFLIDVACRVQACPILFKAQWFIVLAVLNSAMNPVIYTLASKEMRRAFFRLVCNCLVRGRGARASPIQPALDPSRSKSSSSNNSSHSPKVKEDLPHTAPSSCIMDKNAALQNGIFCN
ROMK primary = ROMK potassium channel modulators, primary screen, cell-based, thallium flux, MLSMR library. B-score at 10 µM. ATP-sensitive inward rectifier potassium channel 1 (Homo sapiens), P48048. hit rate 2% among 130,000. Tet-inducible ROMK, thallium flux fluorescence; actives lie on both sides;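 active means signal ratio slope over the read window, or its plate-corrected B-score, at least 3 SD from the plate mean, either direction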;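 further: B-score of the F/F0 ratio slope over 7 to 12 s after thallium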
TR-FRET SRC-2 ct = TR-FRET signal artefacts, primary screen, artefact control for PPARgamma SRC-2 agonist project, biochemical. TR-FRET artefact counter-screen; stronger effect = higher value. TR-FRET ratio at 8 µM. hit rate 0.4% among 200,000; in the data active means TR-FRET ratio above about 2000; further: inactives centre near 1500
G6PDH counter = L. mesenteroides G6PDH inhibitors, counter-screen for G6PDH-coupled screening assays, biochemical, Leuconostoc mesenteroides enzyme; Purified L. mesenteroides G6PDH, diaphorase/resazurin coupled fluorescence, 45 min; inhibition, % at 5 µM; hit rate 0.12% among 200,000; in the data active means inhibition above about 50%
PMI activator = activators of human PMI, primary screen, biochemical, fluorescence intensity, near-Km mannose 6-phosphate; Mannose-6-phosphate isomerase (Homo sapiens), P34949; purified human PMI, coupled resazurin fluorescence, 20 min; stronger effect = higher value; 1 = vehicle control, 0 substrate-free wells; activation factor at 20 µM; hit rate 0.005% among 190,000; AID 1214, 2008;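 active means activation factor of 2 or more at 20 µM, relative to plate controls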
Target sequence (P34949 whole entry, looked up): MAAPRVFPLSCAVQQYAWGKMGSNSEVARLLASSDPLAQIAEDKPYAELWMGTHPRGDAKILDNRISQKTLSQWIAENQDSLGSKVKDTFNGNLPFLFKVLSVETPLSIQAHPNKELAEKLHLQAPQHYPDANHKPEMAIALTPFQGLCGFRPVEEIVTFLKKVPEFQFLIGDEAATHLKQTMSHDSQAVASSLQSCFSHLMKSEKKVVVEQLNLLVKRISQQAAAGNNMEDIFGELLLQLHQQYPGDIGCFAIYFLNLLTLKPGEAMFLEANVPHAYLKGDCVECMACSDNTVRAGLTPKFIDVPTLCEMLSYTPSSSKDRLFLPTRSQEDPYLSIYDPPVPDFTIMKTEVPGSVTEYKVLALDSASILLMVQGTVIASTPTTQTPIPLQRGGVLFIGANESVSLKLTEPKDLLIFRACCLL
Diaph inh CS = diaphorase inhibitors and chemical oxidizers, primary screen, counter-screen for diaphorase-coupled primary assays, biochemical, uHTS, resorufin fluorescence. diaphorase resazurin-to-resorufin fluorescence, NADH, 16 min; bacterial (C. kluyveri) enzyme, not human. inhibition, % at 20 µM. hit rate 0.69% among 190,000. AID 1217, 2008;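 active means primary screen inhibition at 20 µM above a set limit, cut at about 50% in these data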;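 further: plate controls were DMSO with full reaction for no effect and wells lacking NADH for full effect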
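material = Clostridium kluyveri diaphorase enzyme | amount = 0.14 U/mL diaphorase, enzyme working solution | schedule = incubation 16 min, room temperature | detection = fluorescence of resorufin formed from resazurin, Ex 544/Em 590 nm | benchmarks = positive control minus NADH, DMSO neutral control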
PMI act hi M6P = human PMI activators, high substrate, primary screen, biochemical, fluorescence intensity, near-saturating mannose 6-phosphate; hit rate 0.34% among 190,000; activation factor at 20 µM; Mannose-6-phosphate isomerase (Homo sapiens), P34949; AID 1216, 2008; coupled PMI enzyme assay, resazurin fluorescence, 20 min; stronger effect = higher value; 1 = untreated enzyme, 0 = substrate-free blank;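 active means activation factor of 2 or more at 20 µM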
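Test system – human PMI in coupled enzyme assay · Timing – 20 min incubation at room temperature · Detection – Diaphorase-driven resazurin-to-resorufin fluorescence, excitation 544, emission 590 nm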
PPARg SRC-1 ag = PPARgamma agonists recruiting SRC-1 coactivator, primary screen, biochemical. Peroxisome proliferator-activated receptor gamma (Homo sapiens), P37231. PPARgamma-SRC-1 coactivator recruitment biochemical assay. activation, % at 8 µM. hit rate 0.41% among 200,000; in the data active means activation above about 19%;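 further: 0% = DMSO and 100% = reference agonist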
Diaph act CS = compounds boosting diaphorase resazurin reduction – biochemical, uHTS, resorufin fluorescence, counter-screen for diaphorase-coupled primary assays, primary screen; Diaphorase/resazurin coupled assay, 16 min; stronger effect = higher value; 1 = vehicle wells, 0 = NADH-free wells; activation factor at 20 µM; hit rate 0.005% among 190,000; AID 1229, 2008;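 active means diaphorase activity raised at least twofold by the compound at 20 µM; inactive means activation factor below 2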
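Material: Clostridium kluyveri diaphorase, purified enzyme; Quantity: enzyme 0.07 U/mL final; Medium: HEPES pH 7.4 buffer with MgCl2 and Tween 20; Dosing: single compound dose of 20 µM, 1% DMSO final; Schedule: 16 min reaction at room temperature; Measured by: red resorufin fluorescence at 544/590 nm excitation/emission.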
PPARg SRC-3 ag = PPARgamma agonists recruiting SRC-3 coactivator, primary screen, biochemical | biochemical PPARgamma/SRC-3 coactivator recruitment assay | activation, % at 8 µM | Peroxisome proliferator-activated receptor gamma (Homo sapiens), P37231 | hit rate 0.26% among 200,000; in the data active means activation above about 23%;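 further: 0% = DMSO and 100% = reference agonist; some compounds past the cut are filed as inactive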
Starred values were filed as active, the others as inactive; / = not tested or not shown.

SMILES	PPARg SRC2 recr	S1P3 antagonist	ROMK primary	TR-FRET SRC-2 ct	G6PDH counter	PMI activator	Diaph inh CS	PMI act hi M6P	PPARg SRC-1 ag	Diaph act CS	PPARg SRC-3 ag
O=C(COC(=O)c1ccc(NS(=O)(=O)c2cccs2)cc1)NCC1CCCO1 (stereo not given)	13	-11	0.85	1422	0	1.2	-4	1.2	-1	1	4
Cn1c(=O)oc2cc(S(=O)(=O)N3CCCC(C(=O)NCCN4CCOCC4)C3)ccc21 (stereo not given)	5	-5	/	1681	4	1.1	-4	1.1	4	1	-1
c1cncc(-c2nc(NCc3cccs3)c3ccccc3n2)c1	1	21	-0.36	1642	2	1	3	1	1	1	-3
Cc1ccc2nc(C)cc(Nc3ccc([N+](=O)[O-])cc3)c2c1	-3	-10	1.9	1845	1	0.9	-64	1	2	1.6	-3
O=C(NNc1nc2c(F)cc(F)cc2s1)c1ccccc1	-1	2	0.63	1532	3	1	-7	1	-2	1.1	7
C/C(N)=C(/C#N)C(=O)CSc1nncn1-c1ccccc1	16	-5	0.52	1716	6	1	20	0.9	6	0.8	5
Cn1c(=O)c(C(=O)COC(=O)c2cc(-c3ccco3)nc3ccccc23)c(N)n(CC2CC2)c1=O	-8	-10	0.22	1388	4	1.3	44	1.4	4	0.6	-1
O=C(CSc1oc(-c2ccco2)nc1S(=O)(=O)c1ccc(F)cc1)NCC1CCCO1 (stereo not given)	7	/	/	1776	18	0.9	14	0.8	14	0.9	14
COc1ccccc1NC(=S)NC(=O)c1c(-c2ccccc2Cl)noc1C	8	-1	1	1639	11	0.8	18	0.8	0	0.8	2
Cc1ccc(-c2cn3c(=S)[nH]nc3s2)cc1	2	-26	/	1511	6	1	36	1	10	0.6	-3
COc1ccc(CN2CCN(c3ncccn3)CC2)c(OC)c1	4	-62	-0.86	1640	-2	0.9	15	1	-1	0.8	0
CCOC(=O)C1C(=O)CC(C)(O)C(C(=O)OCC)C1c1ccc(Br)cc1 (stereo not given)	3	36	-0.97	1573	7	1	-5	0.7	8	1	-6

Among those listed so far, 3 have two or more sulfur atoms.
SMILES	PPARg SRC2 recr	S1P3 antagonist	ROMK primary	TR-FRET SRC-2 ct	G6PDH counter	PMI activator	Diaph inh CS	PMI act hi M6P	PPARg SRC-1 ag	Diaph act CS	PPARg SRC-3 ag
O=C(COC(=O)c1ccc(NS(=O)(=O)c2cccs2)cc1)NCC1CCCO1 (stereo not given)	13	-11	0.85	1422	0	1.2	-4	1.2	-1	1	4
O=C(CSc1oc(-c2ccco2)nc1S(=O)(=O)c1ccc(F)cc1)NCC1CCCO1 (stereo not given)	7	/	/	1776	18	0.9	14	0.8	14	0.9	14
Cc1ccc(-c2cn3c(=S)[nH]nc3s2)cc1	2	-26	/	1511	6	1	36	1	10	0.6	-3

Carrying on.
SMILES	PPARg SRC2 recr	S1P3 antagonist	ROMK primary	TR-FRET SRC-2 ct	G6PDH counter	PMI activator	Diaph inh CS	PMI act hi M6P	PPARg SRC-1 ag	Diaph act CS	PPARg SRC-3 ag
O=C(CSc1nnnn1-c1ccccc1F)Nc1nc2ccccc2s1	-3	/	0.26	1690	18	0.9	11	0.9	-1	0.9	1
c1ccc(OCc2nnc3sc(C4COc5ccccc5O4)nn23)cc1 (stereo not given)	-4	-15	/	1434	-4	0.8	11	0.9	9	0.9	4
c1ccc(-c2csc(Cc3nnc4n3CCCCC4)n2)cc1	-1	/	/	1566	3	0.9	18	0.9	3	0.8	10
Cc1ccc(OCC(=O)NNC(=S)NC(=O)C(C)(C)C)c(Br)c1	5	-19	-4.1	1635	1	1.1	35	1.2	3	0.6	9
Cc1[nH][nH]c(=O)c1C(c1cc2c(cc1Br)OCO2)c1c(C)[nH][nH]c1=O	-5	-11	-0.083	1441	3	0.9	24	0.6	-6	0.8	4
C#CCOCCOCCOCCNc1nc(N2CCN(C(=O)[C@H]([C@@H](C)CC)n3cc(CCCN=C(N)N)nn3)CC2)nc(N2CCN(C(=O)[C@H](C)n3cc(CCCN=C(N)N)nn3)CC2)n1	0	-3	-1	1534	12	1.2	-23	1.3	1	1.2	1
CSc1ccc(-c2nc3cnccn3c2Nc2ccc3c(c2)OCO3)cc1	3	/	-2.8	1507	8	0.8	34	0.8	5	0.7	5
CC(=O)N(C)c1cccc([N+](=O)[O-])c1	-4	-7	0.49	1358	1	1	9	1	-1	0.9	2
CCCCN(Cc1ccccc1)S(=O)(=O)c1ccc2[nH]c(=O)oc2c1	0	/	/	1458	17	0.9	28	0.8	2	0.7	6
CC(=O)c1cc2c(cc1N/C(=N/S(=O)(=O)c1ccc(Br)cc1)c1ccccc1)OCO2	0	12	0.59	1540	0	1	4	1	-5	1	3
COc1ccc(Cn2ccnc2SCC(=O)Nc2cccc(NC(C)=O)c2)cc1	1	-12	-0.088	1584	1	1	-2	1.1	0	1	1
O=C(COC(=O)CSc1nnc(-c2ccc(Cl)cc2)o1)Nc1cc(Cl)cc(Cl)c1	2	11	/	1628	-35	0.9	2	1	4	1	5
Cc1ccc(SCC2=NN(c3nc(C)cc(C)n3)C(=O)C2)cc1	-7	-7	0.05	1626	3	1	11	1	3	0.9	1
CC(C)(C)NC(=O)CSc1nc2ccccc2n1-c1ccccc1	-1	/	-1.1	1531	14	0.9	19	1	-1	0.8	-5
Nc1ccc(S(=O)(=O)NNC(=O)C(=O)NNc2ccccc2)cc1	7	17	/	1456	4	1.6	4	2.3*	-10	1	3
O=[N+]([O-])c1cc(-c2ccc(/C=N/c3nc4ccccn4c3-c3ccco3)o2)ccc1Cl	16	/	0.97	1804	-4	0.8	21	0.9	16	0.8	27*
Cc1cccc(-c2cc(C(=O)NCc3ccccn3)c3ccccc3n2)c1	-1	13	/	1530	14	0.9	5	1	-11	0.9	-2
COC(=O)[C@@]1(Cc2ccc(OC)cc2)[C@H]2c3cc(C(=O)N(C)C)n(C[C@H](O)CO)c3C[C@H]2CN1C(=O)c1ccccc1	11	-3	-0.13	1605	9	1	-3	1	1	1	-2
O=C(CCN(NC(=O)c1ccccc1)C1=NS(=O)(=O)c2ccccc21)NC1CCCCC1	-9	-5	0.0039	1467	18	1	0	1	-4	1	3
O=C(O)CN1C(=O)CNC1=O	1	-5	/	1433	-5	1	5	1	11	0.9	2
Cc1ccc(NC(=O)NC2(C(=O)NCc3ccccc3)CCCCC2)cc1	12	/	/	1768	-6	1	10	1	2	0.9	13
CCOc1ccc(C(=O)Nc2ccc3c(c2)OCCO3)cc1[N+](=O)[O-]	-13	11	-3.3*	1418	2	1	24	1.1	5	0.8	-1
COc1ccc(Oc2cc(C)c3cccc(C)c3n2)cc1	5	/	0.8	1516	-2	0.9	19	0.9	5	0.8	7
CC(C)CCn1c(SCC(=O)c2ccccc2)nc2c1c(=O)[nH]c(=O)n2C	-10	4	/	1430	-21	1	3	1	-6	1	3
NNC(=S)NCc1ccc2c(c1)OCO2	3	-10	/	1599	10	0.8	7	0.9	9	0.9	0
O=C(Nc1ccc2c(c1)CCC2)c1cnc(Cl)c(Cl)c1	7	6	0.084	1716	6	1.1	14	1.1	11	0.9	-2
COc1ccc(NC(=O)c2ccc(Cl)c(NC(=O)c3ccncc3)c2)cc1	5	-14	/	1723	8	1	8	1	0	0.9	2
CNC(=O)c1nnsc1S(=O)c1ccc(Cl)cc1 (stereo not given)	1	-18	-8.8*	1672	0	1.1	11	1.1	-1	0.9	0
CCCCn1c(=O)[nH]c(=O)c2c1nc(CN1C(=O)c3ccccc3S1(=O)=O)n2CCC	0	19	/	1454	2	1	20	1	-2	0.8	8
COc1ccc(C(OC(=O)c2ccco2)C(=O)NC2CCCCC2)cc1 (stereo not given)	2	/	0.35	1415	3	1	4	1.1	3	1	2
Cn1c(SCC(=O)N2CCCC2)nc2ccccc21	-11	-10	0.54	1383	3	0.9	9	0.9	-5	0.9	-5
COCC(=O)N(C)C1(c2nnnn2CCOC(=O)Nc2ccc(Cl)cc2)CCCCC1	8	-13	-0.78	1499	5	0.9	22	0.9	1	0.8	5
COc1ccc(CC(=O)OCC(=O)Nc2ccc3c(c2)OCO3)cc1	1	-31	-0.073	1563	-3	1	6	1	11	0.9	3
CN(C)c1oc(COc2ccc(F)cc2)nc1C#N	-6	-5	0.086	1330	-4	1.1	9	1	-4	0.9	-1
CCN1CC=C2C(C#N)=C(N)C(C#N)(C#N)[C@H](c3cccc(OC)c3OC)[C@H]2C1	-3	/	/	1632	8	0.8	23	0.8	7	0.8	2
CCOC(=O)N1CCN(c2cc(=O)n(-c3ccc(Br)cc3)c(=O)[nH]2)CC1	0	/	/	1568	-6	0.9	5	0.9	1	0.9	0
O=C(NCc1ccccc1Cl)C1CCN(c2cnccn2)CC1	-3	-8	-1.1	1513	3	1	6	0.7	-2	0.9	1
CCOC(=O)c1c(/N=C/c2ccc(O)cc2O)sc2c1CCC2	16	-7	/	1683	6	0.8	19	0.9	11	0.8	7
COc1ccccc1CCNC(=O)CCSc1nc(-c2ccco2)cc(C(F)(F)F)n1	11	/	/	1435	3	1.2	-3	1.1	9	1	5
CCOCCCNC(=O)c1ccc2c(c1)N(Cc1ccccc1)C(=O)CS2=O (stereo not given)	-3	-2	/	1473	1	0.8	18	0.9	4	0.8	13
CCCN(CCC)C(=O)Cn1c2ccccc2c2nc(=O)cc(C)n21	10	/	/	1672	-4	1.1	10	1.1	0	0.9	-1
Cc1ccccc1N(C(=O)c1csnn1)C(C(=O)NC(C)(C)C)c1cccs1 (stereo not given)	3	3	/	1779	6	1	6	1	6	0.9	7
COc1ccc(-c2nc(SC)n(S(=O)(=O)c3ccccc3)n2)cc1	-8	-2	0.17	1361	7	0.9	28	0.9	-5	0.7	-9
O=C(N/N=C/c1ccc(O)cc1)c1nc(-c2ccccc2)n(-c2ccccc2)n1	-12	10	/	1565	-1	1	14	1	-4	0.9	-2

Source: PubChem BioAssay (several laboratories)
